Screening results from PubChem.
ROMK primary: modulates human ROMK potassium channel activity; P48048; AID 1918; B-score at 10 µM; Tet-inducible ROMK, thallium flux fluorescence; actives lie on both sides; 2% of 130,000 active;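 active = signal ratio slope over the read window, or its plate-corrected B-score, at least 3 SD from the plate mean, either direction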;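 note: B-score of the F/F0 ratio slope over 7 to 12 s after thallium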
TLR4-MyD88 BLA: TLR4-MyD88 interaction inhibition in cells; O00206+Q99836; HeLa CL3-4 TLR4/MyD88 BLA complementation, FRET ratio; inhibition, % at 8.4 µM; 0.18% of 200,000 active; AID 861; in the data active = inhibition above about 25%;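 note: 0% = vehicle and 100% = reference inhibitor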
Target sequence (O00206 whole entry, looked up): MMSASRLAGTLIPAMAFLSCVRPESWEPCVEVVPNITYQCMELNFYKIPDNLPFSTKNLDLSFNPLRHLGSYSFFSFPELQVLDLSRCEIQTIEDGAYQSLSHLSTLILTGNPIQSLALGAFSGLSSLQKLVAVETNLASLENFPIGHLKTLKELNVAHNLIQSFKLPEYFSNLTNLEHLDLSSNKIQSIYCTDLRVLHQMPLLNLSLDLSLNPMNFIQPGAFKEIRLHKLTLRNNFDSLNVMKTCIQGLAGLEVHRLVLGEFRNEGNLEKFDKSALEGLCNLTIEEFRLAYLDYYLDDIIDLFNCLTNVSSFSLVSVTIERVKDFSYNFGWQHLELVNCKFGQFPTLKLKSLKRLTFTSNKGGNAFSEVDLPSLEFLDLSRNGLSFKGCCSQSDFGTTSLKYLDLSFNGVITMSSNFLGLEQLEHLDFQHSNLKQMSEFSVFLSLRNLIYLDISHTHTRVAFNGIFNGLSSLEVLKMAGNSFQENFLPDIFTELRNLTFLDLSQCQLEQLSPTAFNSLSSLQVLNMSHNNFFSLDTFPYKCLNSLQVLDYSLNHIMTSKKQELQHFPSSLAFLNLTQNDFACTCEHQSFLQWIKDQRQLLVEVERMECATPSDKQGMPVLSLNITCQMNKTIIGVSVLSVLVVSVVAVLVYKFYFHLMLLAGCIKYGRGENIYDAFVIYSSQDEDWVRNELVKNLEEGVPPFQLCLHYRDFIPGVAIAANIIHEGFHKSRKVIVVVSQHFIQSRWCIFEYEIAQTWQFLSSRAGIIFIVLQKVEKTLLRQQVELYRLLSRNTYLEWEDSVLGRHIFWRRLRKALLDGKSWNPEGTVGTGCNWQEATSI
Target sequence (Q99836 whole entry, looked up): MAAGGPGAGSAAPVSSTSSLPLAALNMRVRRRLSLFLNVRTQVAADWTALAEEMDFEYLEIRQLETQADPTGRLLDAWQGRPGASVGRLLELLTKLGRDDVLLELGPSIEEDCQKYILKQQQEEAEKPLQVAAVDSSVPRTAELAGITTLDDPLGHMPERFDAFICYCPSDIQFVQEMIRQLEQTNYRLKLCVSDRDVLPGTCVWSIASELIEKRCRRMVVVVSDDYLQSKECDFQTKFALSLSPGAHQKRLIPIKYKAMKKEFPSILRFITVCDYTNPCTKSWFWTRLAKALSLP
bIAP act: increases bovine intestinal alkaline phosphatase activity; 0.17% of 200,000 active; activation factor at 20 µM; purified bovine IAP, CDP-star luminescence, 30 min; active compounds read high; fold of DMSO-control signal, blank-subtracted;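 active = activation factor of 2 or more at 20 µM, a signal rise over negative controls twice the positive control's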
PPARg SRC3 recr: PPARgamma-driven SRC-3 recruitment agonism; activation, % at 8 µM; AID 731; biochemical PPARgamma/SRC-3 coactivator recruitment assay; P37231; 0.26% of 200,000 active; in the data active = activation above about 23%;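 note: 0% = DMSO and 100% = reference agonist; some compounds past the cut are filed as inactive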
S1P3 antagonist: S1P3 (human) receptor antagonism | Q99500 | CHO S1P3 NFAT-BLA reporter, FRET fluorescence, antagonist mode | inhibition, % at 4.98 µM | 0.27% of 170,000 active | AID 485;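 active = inhibition above the plate cutoff, the mean inhibition of test wells on that plate plus 3 SD, cut at about 28% in these data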;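 note: cells challenged with S1P at its EC80 of 0.8 µM; blue over green emission ratio from cleaved BLA substrate after 4 h stimulation; 0% = S1P-stimulated wells and 100% = unstimulated DMSO-only wells; some compounds past the cut are filed as inactive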
PPARg SRC-2 ag: agonists of SRC-2 recruitment by human PPARgamma | P37231 | PPARgamma LBD-SRC-2 recruitment, biochemical | activation, % at 8 µM | 0.34% of 200,000 active | AID 1032; in the data active = activation above about 22%;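 note: 0% = vehicle and 100% = reference agonist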
Redox H2O2 prof: compounds producing H2O2 with reducing agent – biochemical, NIH compound library profiling, artefact control for MLSCN library redox annotation, primary screen; 0.03% of 200,000 active; AID 878; DTT-dependent redox cycling H2O2, phenol red/HRP absorbance; 100% = 100 µM peroxide control, 0% = buffer; activation, % at 10 µM;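 active = activation of at least 50% relative to the plate's high and low controls in the primary single-dose screen; inactive = activation below 50%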;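 note: compound incubated with DTT at 0.8 mM final as the reducing agent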
PPARg SRC-1 ag: PPARgamma-driven SRC-1 recruitment agonism; P37231; PPARgamma-SRC-1 coactivator recruitment biochemical assay; activation, % at 8 µM; 0.41% of 200,000 active; AID 631; in the data active = activation above about 19%;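 note: 0% = DMSO and 100% = reference agonist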
bIAP inhibitor: blocks bovine intestinal alkaline phosphatase activity; 190,000 tested, under 10 active; AID 1019; inhibition, % at 20 µM; purified bovine IAP, CDP-star luminescence, 30 min;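 active = over 50% inhibition of intestinal alkaline phosphatase at 20 µM in the single-dose screen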
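Assay system: bovine IAP enzyme; medium: DEA buffer 100 mM, pH 9.8, with MgCl2 1.0 mM, ZnCl2 0.02 mM; doses: 20 µM single dose; incubation: enzyme reaction for 30 min at room temperature; detection: CDP-star luminescence signal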
TR-FRET SRC-2 ct: TR-FRET artefact, counter-screen to PPARgamma/SRC-2 agonist assay | TR-FRET ratio at 8 µM | 0.4% of 200,000 active | active compounds read high | AID 1049; in the data active = TR-FRET ratio above about 2000; note: inactives centre near 1500; reference of the scale not given here
Lmaj promast: inhibitors of Leishmania major promastigote growth; Leishmania major promastigotes, resazurin fluorescence viability; 9% of 200,000 active; inhibition, % at 10 µM; in the data active = inhibition above about 50%;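 note: promastigotes grown with compound for 44 hours at 28 °C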
* hit, by the source's call; . = not tested or not shown.

SMILES	S1P3 antagonist	ROMK primary	TR-FRET SRC-2 ct	bIAP act	PPARg SRC-2 ag	PPARg SRC-1 ag	bIAP inhibitor	Lmaj promast	TLR4-MyD88 BLA	PPARg SRC3 recr	Redox H2O2 prof
O=C(Cc1ccc(Cl)c(Cl)c1)Nc1cccc(S(=O)(=O)N2CCOCC2)c1	3	-0.49	1634	1	-7	-6	-4	55*	9	-2	0.6
COc1ccc(S(=O)(=O)Nc2c(C)n(C)n(-c3ccccc3)c2=O)cc1	-14	.	1535	1	8	3	4	-5	-12	3	-0.8
Cc1ccc(NC(=S)NC(=O)c2ccc(-c3ccccc3)cc2)c(C)c1	.	0.78	1441	0.8	7	-2	20	-4	10	-3	-7.4
CCCCN(CC)C(=O)Cn1cnc2ccc(S(=O)(=O)N3CCC(C)CC3)cc2c1=O	2	.	1366	1	-6	-4	3	43	-1	0	-0.2
Cc1ccccc1NC(=O)CSCc1nc(N)nc(Nc2ccccc2C)n1	-19	.	1424	1	4	-15	1	0	-22	-3	0.1
COc1cc(CNCCc2ccccc2)cc(Br)c1OCC(=O)Nc1ccccc1C	-2	-0.27	1835	0.9	16	-2	11	100*	13	5	-0.3
O=C(CC1SC(=Nc2ccc(OC(F)F)cc2)N(CCC2=CCCCC2)C1=O)Nc1ccccc1F (stereo not given)	-11	0.38	1471	1	-11	-5	4	96*	-2	-3	0.4
Cc1sc(NC(=O)C2C3CCC(O3)C2C(=O)O)c(C(=O)OC(C)C)c1-c1ccc(Cl)cc1 (stereo not given)	.	.	1594	1	-1	8	-2	-10	3	5	0.1
O=C1CC(C(=O)Nc2ccccc2C(=O)O)C(c2ccccc2)O1 (stereo not given)	-54	1.5	1573	1	0	7	0	-4	-3	-4	-5.6
Cn1c(=NC(=O)CCl)sc2ccccc21	.	.	1619	1	5	4	2	84*	-5	13	-3.8
CC(=O)Sc1nc(-c2ccccc2)[nH]c1S(=O)(=O)c1ccc(C)cc1	6	-0.69	1637	0.9	11	22*	8	-7	-12	37*	-0.8
CCOC(=O)CCc1c(C)nc(SCCN2CCCC2)c(C#N)c1C	-11	.	1536	1.1	2	7	-6	81*	4	1	0.0
CCOC(=O)N/N=C1\CCc2ccccc21	-14	0.45	1655	1.1	6	0	-6	-5	5	-2	-0.8
O=C(c1ccc(NC(=O)C2(c3ccccc3)CCOCC2)cc1)N1CCOCC1	-26	-0.0066	1567	0.9	7	3	6	-2	-7	-1	-0.5
CCN(CC(=O)Nc1ccc(N2CCOCC2)cc1)Cc1nc2ccccc2c(=O)[nH]1	.	.	1465	1.3	6	0	-30	0	-3	-9	1.1
Cc1ccc(-c2nn(C(C)(C)C)c3ncnc(NS(=O)(=O)c4ccc([N+](=O)[O-])cc4)c23)cc1	-10	-1.1	1457	1	-3	3	-1	38	0	0	-1.1
NC(=O)c1ccc(N=Cc2ccc([N+](=O)[O-])s2)cc1	7	.	1454	0.9	-1	-2	9	100*	9	6	-0.4
Cc1ccccc1OCCn1cnc2cc([N+](=O)[O-])ccc2c1=O	10	0.29	1670	1.3	6	9	-26	73*	-5	2	0.5
CSCCC(NC(N)=O)C(=O)N(C)CC(=O)Nc1ccc(C)cc1 (stereo not given)	6	.	1792	0.8	5	1	15	-6	1	3	0.0
CCOc1ccc(N2C(=O)CC(SCC(=O)O)C2=O)cc1 (stereo not given)	4	-0.38	1668	1	7	5	-4	-7	0	8	-0.5
CCN(CC)C(=O)c1ccccc1NS(C)(=O)=O	-16	-0.2	1514	1	-8	-1	-1	1	-12	-2	-0.9
CCOC(=O)c1cnc2ccc(OCC)cc2c1N1CCN(c2ccccc2)CC1	.	.	1689	0.9	9	6	9	35	-9	21	1.2
COc1ccc(/C=N/N=C2/C(=O)Nc3ccccc32)cc1O	-3	0.0072	1392	0.9	8	1	5	36	9	6	-0.3
O=C(CN1CCCC1)Nc1ccccc1Sc1ccc(Cl)cc1	-17	-0.84	1578	0.8	-3	-2	16	17	-8	-4	0.2
O=C1c2oc3ccc(Cl)cc3c(=O)c2C(c2ccco2)N1CCN1CCOCC1 (stereo not given)	-2	.	1537	1	3	-1	4	-5	0	1	0.1
C=CCn1c(CCCNC(=O)CCC)nc2ccccc21	.	.	1397	1	2	-6	1	4	-3	-11	0.0
CCC(CC)C(=O)c1c[nH]c(C(=O)NCc2cccs2)c1	1	-0.36	1646	0.9	4	3	7	-4	-2	2	0.2
O=C1CCc2cc(S(=O)(=O)N3CCN(c4ccccc4F)CC3)ccc2N1	.	0.27	1575	0.9	9	-2	10	-7	9	-7	0.4
COc1ccc(C2CC(=O)C(C=NCCN3CCOCC3)=C(O)C2)cc1 (stereo not given)	.	0.1	1881	1	-5	8	3	-2	0	7	0.1
CCOc1ccc(OCCOCCn2ccnc2)cc1	.	1.4	1443	0.8	10	6	20	-2	-7	4	0.0
COc1ccc(Cl)cc1NC(=O)N1CCN(S(C)(=O)=O)CC1	17	0.0019	1644	1	2	-2	3	1	-4	7	1.6
N=C1SC(c2ccccc2)C(=O)N1c1ncc(Cc2ccccc2Cl)s1 (stereo not given)	-9	0.66	1616	1	4	-6	2	-5	3	7	0.1
CC1(C)C2CCC1(C)C(NC(=O)CCN1CCCCC1)C2 (stereo not given)	.	0.11	1486	1.2	2	0	-18	16	14	2	-2.5
O=C(Nc1ccc2c(c1)OCCO2)c1ccccc1F	-3	-0.21	1354	0.9	2	2	14	-9	8	9	-0.3
COC(=O)COc1ccc(/C=C2/NC(=O)N(CC(=O)OC)C2=O)cc1	-1	-0.36	1466	1.1	2	2	-7	-5	1	-2	0.9
O=C1CSC(=O)N1CCOCCN1C(=O)CSC1=O	-6	-0.38	1405	1.2	-2	9	-20	-3	-4	2	11
CCc1cccc(NC(=O)Cn2cc3c(n2)CCCC3)c1	-25	.	1507	0.9	7	7	6	-10	-14	4	-0.9
COc1ccccc1NC(=O)Cn1c(=O)sc2ccccc21	.	-0.69	1732	0.9	1	5	13	-5	0	3	0.1
CCN(CC)c1ccc(C=Nc2ccc(C)cc2)c(O)c1	.	1.7	1701	1.1	11	4	-5	-8	-8	5	-0.6
O=C(c1ccc(-n2cnnn2)cc1)N1CCCCC1	.	.	1632	1	4	-3	-4	-3	-7	-6	4.7
S=C(NCc1ccccc1)NNc1nc2ccccc2[nH]1	11	0.0046	1693	0.9	12	11	9	34	-5	9	-2.0
CCSc1nc(O)c(Cc2ccccc2)c(=O)[nH]1	.	0.67	1455	0.9	6	4	12	-9	0	-1	0.1
Cc1ccc(S(=O)(=O)N/N=C\c2cccnc2)cc1	.	.	1486	1	8	-6	-5	-8	13	-5	2.0
COc1ccc(S(=O)(=O)Nc2c(C(=O)O)[nH]c3ccccc23)c(OC)c1	5	.	1588	1.3	-2	7	-27	-9	-3	-4	-3.0
CCCCN(C(=S)Nc1ccc(F)cc1)c1c(N)n(CCC)c(=O)[nH]c1=O	-12	0.2	1522	1	-2	13	0	-3	14	3	-0.1
COCCCNC(=O)c1c(-c2ccccc2)noc1C	-24	0.21	1383	1	-6	-4	0	3	-3	5	-0.4
O=c1[nH][nH]c(-c2ccccc2)c1C=Nc1ccc(F)cc1F	3	-0.36	1785	1.3	6	2	-31	-4	6	0	-1.9
COc1cccc(C(=O)CN(C(=O)c2ccc(Cl)c(Cl)c2)N2C(=O)C3CCCCC3C2=O)c1 (stereo not given)	.	0.12	1515	0.9	-7	-1	10	-10	-1	-3	0.2
CC(C)C1OC2(C)OC(=N)C1(C#N)C(C#N)(C#N)C2c1ccccc1 (stereo not given)	5	.	1538	0.9	15	8	5	12	1	8	0.0
Cc1nc(N2N=C3/C(=C/c4ccc(F)cc4)CCCC3C2c2ccc(F)cc2)sc1C(=O)N(C)C (stereo not given)	.	.	1466	1.3	-5	-4	-33	23	41*	7	-13
O=C(O)c1ccc2c(c1)N(Cc1ccccc1F)C(=O)c1ccccc1S2=O (stereo not given)	-19	.	1592	0.9	2	0	13	-9	-15	9	-0.9
O=C(CCN1CCCCCC1)Nc1cccc(F)c1	.	0.03	1287	1	-7	-6	0	-1	-9	-7	0.2
CCN1C(=O)/C(=C2/C(=O)N3c4c(cc(OC(C)=O)cc42)C(C)=CC3(C)C)SC1=S	0	-0.81	1679	1.1	-8	4	-7	78*	4	-3	0.0
Cc1cc(C)nc(NS(=O)(=O)c2ccc(N/C=C/C(=O)c3ccc(Cl)cc3)cc2)n1	-1	0.14	1738	0.1	-4	-3	.	58*	-4	1	0.4
CCCn1c(N)c(C(=O)CN2CCc3ccccc3C2)c(=O)n(C)c1=O	-9	1.3	1562	1.2	7	9	-19	-6	7	0	0.6
COc1ccccc1CNC(=O)C(C)NS(=O)(=O)c1ccccc1 (stereo not given)	22	.	1559	1	2	2	0	-6	0	14	1.4
COc1ccc(C(=O)NNC(=O)CN2CCN(c3nc(-c4ccccc4)cs3)CC2)cc1	-12	-0.45	1741	0.9	6	5	13	48	-9	7	-0.1
CCN(CC)C(=O)N1CCc2ccccc2C1CN1C(=O)c2ccccc2C1=O (stereo not given)	.	0.16	1330	.	-5	2	.	3	4	-2	0.7
CCOC(=O)C1=C(C)NC(=O)NC1c1ccccc1 (stereo not given)	-9	0.6	1461	0.9	1	2	13	-1	-2	3	0.4
O=C(C1CCN(S(=O)(=O)c2ccc(F)cc2)CC1)N1CC=C(c2ccccc2)CC1	.	.	1654	1.1	4	4	-5	-7	-4	-3	-2.5

The list continues.
SMILES	S1P3 antagonist	ROMK primary	TR-FRET SRC-2 ct	bIAP act	PPARg SRC-2 ag	PPARg SRC-1 ag	bIAP inhibitor	Lmaj promast	TLR4-MyD88 BLA	PPARg SRC3 recr	Redox H2O2 prof
Cc1ccc(S(=O)(=O)N2CCCCC2)cc1NC(=O)COC(=O)C1CC2C=CC1C2 (stereo not given)	-3	.	1783	0.5	2	4	46	5	14	3	-0.2
Cc1cccc(C)c1NC(=O)CC(NCc1ccco1)C(=O)O (stereo not given)	-9	.	1591	0.9	10	-3	8	-6	4	-11	-4.5
CCO[C@H]1OC(C(=O)N2CCCCCCC2)=C[C@@H](C)[C@@H]1CCCO	6	.	1306	1	-4	-10	-3	5	7	-2	-0.6
COc1ccc(CC(=O)Nc2sc(Cc3ccccc3)c(C)c2C(N)=O)cc1	.	0.99	1528	1	0	1	3	-3	12	8	-3.1

Three compounds from above, reduced to S1P3 antagonist and TLR4-MyD88 BLA:
SMILES,S1P3 antagonist,TLR4-MyD88 BLA
Cc1cccc(C)c1NC(=O)CC(NCc1ccco1)C(=O)O (stereo not given),-9,4
CCO[C@H]1OC(C(=O)N2CCCCCCC2)=C[C@@H](C)[C@@H]1CCCO,6,7
COc1ccc(CC(=O)Nc2sc(Cc3ccccc3)c(C)c2C(N)=O)cc1,.,12
